Screening results deposited in PubChem BioAssay by NCI.
Growth percent in the NCI-60 one-dose screen (48 h, 10 µM unless noted): 100 = growth as untreated, 0 = no growth, -100 = all killed.
CCRF-CEM: CCRF-CEM leukemia | actives 7% (n = 77,000) | AID 1794778
A549/ATCC: A549/ATCC NSCLC; actives 3.7% (n = 81,000); AID 1794740
EKVX: EKVX NSCLC; actives 3% (n = 71,000)
M14: M14 melanoma; actives 6.2% (n = 80,000); AID 1794745
HOP-92: HOP-92 NSCLC cells. actives 6.3% (n = 71,000)
HOP-62: HOP-62 NSCLC; actives 3.9% (n = 80,000); AID 1794735
MDA-MB-435: MDA-MB-435 melanoma. actives 7.8% (n = 82,000)
RPMI-8226: RPMI-8226 leukemia cells | actives 7.5% (n = 77,000)
* hit, by the source's call; . = no result given; & = joins results of further samples. The calls were made as follows: active = growth percent below 10; inactive = the rest.

smiles	HOP-62	EKVX	RPMI-8226	M14	CCRF-CEM	HOP-92	MDA-MB-435	A549/ATCC
CCCC(CCC)c1ccccc1C(=O)NCCNc1nccc(Nc2ccc(S(=O)(=O)Nc3ccccn3)cc2)n1	96.1	102.4	100.2	112.0	97.3	97.2	106.3	97.5
O=C1OCc2cccc3cccc1c23	113.4	88.2	100.0	103.5	94.5	80.8	115.3	78.9
Cn1c(=O)c2nc(CCC(=O)O)c(=O)[nH]c2n(C)c1=S	94.8	102.9	103.3	101.9	99.8	100.3	105.7	101.2
Cc1cc(C)nc(NS(=O)(=O)c2ccc(Nc3nc4nc(SCc5ccccc5)nc(-c5ccc(O)cc5O)c4c(=O)[nH]3)cc2)n1	100.5	96.7	102.0	.	92.0	17.0	114.3	112.9
[O-][n+]1c2ccccc2[n+]([O-])c2cc(O)ccc21	68.4	85.2	99.8	99.9	101.7	109.5	103.3	69.5
COc1ccc(/C=C/C(=O)c2ccc(-n3cc(CN4CCN(c5cc6c(cc5F)c(=O)c(C(=O)O)cn6C5CC5)CC4)nn3)cc2)cc1	75.6	96.6	-24.4*	59.0	44.0	66.6	22.2	66.1
COc1cc2nc(Cl)nc(Nc3cccc(C4=Nc5c(N)nc(N)nc5NC(c5ccc(Cl)cc5)C4)c3)c2cc1OC (stereo not drawn)	18.0	95.3	-18.9*	52.2	3.9*	.	6.3*	37.2
NS(=O)(=O)c1ccc(NCc2ccc(N=Cc3c(O)[nH]c4ccccc34)cc2)cc1	69.5	52.6	103.5	107.0	.	106.8	98.0	95.1
COc1cc(C(=O)C(=O)c2ccc(OC)c(OC)c2)ccc1O	100.5	108.5	99.5	106.0	99.1	.	114.2	.
CCS(=O)(=O)Oc1ccc2c3c(c(=O)oc2c1)CCCCCC3	97.2	.	67.8	.	77.3	100.5	99.6	84.0
Cc1ccc(-c2nn(Cc3cn(CC(=O)Nc4cc(C)nc5ccccc45)nn3)c3ncnc(N)c23)cc1	88.6	98.7	98.6	93.1	106.5	79.0	105.9	75.4
C/C(=N\NC(=S)n1[nH]c(=O)c2ccccc2c1=O)c1ccc([N+](=O)[O-])cc1	100.3	100.6	100.9	101.5	98.2	115.1	96.0	91.2
NC(N)=Nc1ccc(Oc2cccc(Nc3ccc(Cl)c(C(F)(F)F)c3)c2)cc1	13.4	36.1	33.7	41.1	17.5	.	32.3	57.4
CC/C(=C(/c1ccc(Cl)cc1)c1ccc(OCCCN(C)C)cc1)c1ccc(Cl)cc1	94.1	96.5	106.5	90.7	97.0	93.1	106.0	88.5
CC(=O)c1cc(C(=O)N2c3ccccc3Sc3ccccc32)n2ccc3ccccc3c12	42.4	61.3	50.3	33.1	28.0	.	0.7*	50.3

Reprinted at random: 7 compounds from above
smiles	HOP-62	EKVX	RPMI-8226	M14	CCRF-CEM	HOP-92	MDA-MB-435	A549/ATCC
CC/C(=C(/c1ccc(Cl)cc1)c1ccc(OCCCN(C)C)cc1)c1ccc(Cl)cc1	94.1	96.5	106.5	90.7	97.0	93.1	106.0	88.5
C/C(=N\NC(=S)n1[nH]c(=O)c2ccccc2c1=O)c1ccc([N+](=O)[O-])cc1	100.3	100.6	100.9	101.5	98.2	115.1	96.0	91.2
Cn1c(=O)c2nc(CCC(=O)O)c(=O)[nH]c2n(C)c1=S	94.8	102.9	103.3	101.9	99.8	100.3	105.7	101.2
NS(=O)(=O)c1ccc(NCc2ccc(N=Cc3c(O)[nH]c4ccccc34)cc2)cc1	69.5	52.6	103.5	107.0	.	106.8	98.0	95.1
O=C1OCc2cccc3cccc1c23	113.4	88.2	100.0	103.5	94.5	80.8	115.3	78.9
[O-][n+]1c2ccccc2[n+]([O-])c2cc(O)ccc21	68.4	85.2	99.8	99.9	101.7	109.5	103.3	69.5
COc1cc2nc(Cl)nc(Nc3cccc(C4=Nc5c(N)nc(N)nc5NC(c5ccc(Cl)cc5)C4)c3)c2cc1OC (stereo not drawn)	18.0	95.3	-18.9*	52.2	3.9*	.	6.3*	37.2

(cont.)
smiles	HOP-62	EKVX	RPMI-8226	M14	CCRF-CEM	HOP-92	MDA-MB-435	A549/ATCC
COc1ccc(NC(=O)CSc2nnc(-c3cc(-c4ccc(S(C)(=O)=O)cc4)nc4ccccc34)n2-c2ccccc2)cc1	91.9	91.0	64.8	114.0	76.7	104.2	100.5	84.8
N#Cc1nc(-c2ccccc2)oc1S(N)(=O)=O	111.1	97.5	46.2	40.7	14.6	77.3	42.5	101.1
CC(=O)N1Cc2ccccc2C(C)Cc2ccccc21 (stereo not drawn)	106.4	99.1	108.9	104.0	110.0	109.1	104.6	96.9
Cc1ccc(Nc2nc(N)nc3c2CCc2occc2-3)cc1	99.0	95.1	106.1	94.0	96.4	87.2	103.3	89.9
Cn1c(NCCc2ccc(O)c(O)c2)nc2c1c(=O)n(Cc1ccc(Cl)c(Cl)c1)c(=O)n2C	103.6	81.2	19.1	85.6	17.8	45.3	73.0	80.3
COc1cc(SC)ccc1C(=O)N1CCCC(C)C1 (stereo not drawn)	90.2	.	39.9	53.9	43.6	62.7	59.4	49.4
COC(=O)c1cnc(Sc2cc(C(F)(F)F)cc(C(F)(F)F)c2)nc1C(F)(F)F	91.5	96.3	74.7	101.6	66.0	71.5	107.4	91.0
COc1cc2oc(-c3cccc(C(=O)Nc4ccc(C#N)cc4)c3)cc(=O)c2c(O)c1OC	-31.8*	.	51.3	.	88.5	79.2	68.3	37.4
COc1ccc2nc(-c3nc(-c4ccccc4F)n4ccccc34)[nH]c2c1	93.8	.	32.9	96.2	49.9	95.8	89.0	77.8
c1ccc2c(Nc3ccc(C4=NCCN4)cc3)nnc(Nc3ccc(C4=NCCN4)cc3)c2c1	81.9	90.2	103.5	101.2	103.8	101.2	96.6	89.6
COc1ccc(/C=N/NC(=O)CCN2c3ccccc3Sc3ccccc32)cc1	75.3	79.7	94.0	65.4	82.7	62.7	8.7*	77.6
Cc1ccc(S(=O)(=O)NC(=O)NN2CCCCCC2)cc1	105.0&92.0	102.3&108.8	93.1	109.4&99.8	105.1	104.8	106.5&103.2	100.9&99.6
CCCCCCCCCC1=NC(C)(C)CN1C(C)C	88.5	136.5	.	107.0	101.1	.	132.6	88.8
O=c1c2sc3ccccc3c2nnn1-c1ccccc1	93.4	.	97.3	96.1	92.4	88.5	103.1	99.4
COc1ccc2c(c1)O/C(=C\c1c(C)n(C)n(-c3ccccc3)c1=O)C2=O	87.3	101.6	88.7	116.4	96.5	78.5	102.2	100.1
O=C(N/N=C/c1ccc(Br)o1)c1[nH]c2ccc(Br)cc2c1-c1ccccc1	-28.6*	12.6	10.6	6.9*	4.1*	-4.1*	-29.1*	-4.0*
CN(C)c1cccc2c(S(=O)(=O)Nc3cccc(-c4csc(NC(=O)CNCCCN5CCOCC5)n4)c3)cccc12	89.6	92.9	98.5	106.0	115.1	49.8	101.2	87.3
Cc1cc(Cc2ccccc2)c(O)c(Cc2ccccc2)c1	85.5	112.1	102.6	91.5	98.2	90.0	98.1	76.5
CC1(C)CC[C@]2(C(=O)O)CC[C@]3(C)C(=CCC4[C@@]5(C)C[C@@H](O)[C@@H]6OC(c7ccccc7O)OC[C@@]6(C)C5CC[C@]43C)C2C1 (stereo partly drawn)	45.6	39.9	55.4	43.3	46.8	52.0	77.5	27.7
Cc1nc2ccc(Cl)cn2c1-c1nnc(SCc2ccccc2[N+](=O)[O-])o1	85.8	88.9	.	95.7	110.2	97.7	95.6	91.8
Cc1nc(Nc2cn[nH]c2C(=O)Nc2ccc(CN3CCN(C)CC3)cc2)c2ccsc2n1	107.1	105.5	79.0	98.9	40.5	90.6	87.1	66.9
O=C1CC(c2ccc(F)c(F)c2)c2snc(C(=O)O)c2N1 (stereo not drawn)	102.6	100.3	112.4	110.7	106.6	96.1	105.0	93.6
CC(=O)NC(CO)C(=O)c1ccc([N+](=O)[O-])cc1 (stereo not drawn)	97.2	100.2	96.1	107.0	96.7	100.2	106.7	111.5
CCOc1ccc(/C=C/C(=O)c2cccc(OCCCOc3cccc(C(=O)/C=C/c4ccc(OCC)cc4)c3)c2)cc1	106.8	76.9	93.6	69.0	67.9	91.6	79.7	85.4
COc1cc2c(cc1OC)C(=O)/C(=C/c1ccc(OCc3ccccc3)c(OC)c1)C2	92.5	103.6	89.2	98.2	93.5	86.3	95.2	93.7
COc1cccc(CNC(=O)c2ncoc2-c2ccc3c(c2)OCCO3)c1	103.1	99.9	.	99.4	93.4	93.6	104.6	97.2
C/C(=C1/SC(=S)NC1=O)c1ccccc1	100.4	109.2	104.5	.	113.0	94.7	105.3	101.8
O=C1CCC(C(=O)NNc2ccc(Br)cc2Br)N1 (stereo not drawn)	108.4	81.4	72.1	78.3	55.5	90.7	59.8	98.3
COC(=O)c1cc(N)cn1C	104.3	113.1	119.2	96.6	102.6	85.2	104.7	102.4
COc1cc(F)c(-c2nc3c(C)cccc3n2Cc2c(F)cccc2F)c(F)c1	83.3	87.9	68.2	86.3	98.6	81.3	94.8	69.1
C/C(=N/NC(=O)c1cc2ccccc2oc1=N)c1ccccc1	106.4	92.4	104.6	103.1	96.8	138.5	96.5	102.4
CC(C)C(O)(C#CC(O)(C(C)C)C(C)C)C(C)C	101.5	106.7	.	103.0	92.1	.	99.6	107.1
C=C1C(=O)O[C@H]2[C@H]1CC/C(COC(=O)OCCCCO)=C\CC[C@@]1(C)O[C@@H]21	89.9	87.8	79.1	82.3	41.9	79.7	81.8	71.7
COc1cc(-c2cc(-c3nc4cc(Cl)c(Cl)cc4[nH]3)[nH]n2)cc(OC)c1OC	80.6	.	-7.6*	62.3	.	61.2	66.1	69.5
CC(C)(C)c1cc(/C=C(\C#N)C(N)=O)cc(C(C)(C)C)c1	103.9	100.9	100.8	110.9	99.0	99.3	101.6	106.2
COc1cc(C2C3=C(COC3=O)N(CCO)c3cc4c(cc32)CCC4)cc(OC)c1OC (stereo not drawn)	7.1*	29.6	17.9	-34.0*	.	78.2	-9.0*	28.9
CC(C(=O)c1c([O-])on[n+]1-c1ccccc1)N1CCOCC1 (stereo not drawn)	102.3	.	104.2	106.3	103.8	96.0	110.4	98.7
Nc1nc(N)nc(N/C=C/C(=O)O)n1	103.0	110.0	104.1	100.8	100.3	95.8	107.5	104.9
CCC(C)NC(=O)c1ccc(C(C)C)cc1 (stereo not drawn)	106.1	106.6	.	90.9	90.2	91.7	108.1	70.7
CC1=C2CC[C@@](C)(O)C2[C@H]2OC(=O)/C(=C/c3cccc(C(F)(F)F)c3)[C@@H]2CC1 (stereo partly drawn)	93.2	85.8	79.3	83.1	91.5	86.9	95.2	80.2
N#C/C(=N/Nc1cccc2c1C(=O)c1ccccc1C2=O)c1nn[nH]n1	107.1	104.2	104.6	103.4	.	112.2	104.1	107.7
O=C1c2ccccc2-c2c1c1c3ccccc3n(CCN3CCCCC3)c1c1c3ccccc3n(CCN3CCCCC3)c21	79.7	90.2	67.6	75.9	79.3	90.8	102.6	70.6
O=C1NC(=O)C(Cn2c(-c3ccccc3)nc3ccccc32)C(=O)N1	98.1	101.8	108.8	111.0	110.8	103.1	101.3	98.3
CC12CCC(/C(=N/O)C1=O)C2(C)C (stereo not drawn)	101.5&96.1	121.0&103.5	101.1&104.8	106.9	111.0&97.3	110.4&96.7	106.4&101.7	98.2&101.8
N#CCc1ccnc2ccccc12	105.1	96.5	.	110.3	98.7	90.1	99.1	93.5
CCCC(c1nnnn1C1CCCCC1)N1CCN(C(=O)c2ccco2)CC1 (stereo not drawn)	79.2	.	28.9	30.5	24.1	47.6	-21.7*	55.2
COc1ccc2c(c1)oc1c(C)c3c(c(C)c12)C(=O)N(CCN1CCCCC1)C3=O	87.0	86.9	112.8	91.8	96.0	95.7	103.0	106.9
CN(C)c1ccc(C=Nc2cc(S(=O)(=O)O)cc3cc(S(=O)(=O)O)c(N=Nc4ccccc4)c(O)c23)cc1	97.4	102.5	96.2	101.6	96.7	87.6	109.9	94.7
CC(C)C(=O)Cc1cnccn1	106.1	99.4	108.7	112.1	114.7	.	100.9	96.5
COC(=O)c1cc(-c2ccc(OC)cc2)[nH]c1N/N=C/c1ccc(Cl)cc1	109.7	117.4	92.6	94.9	97.6	103.7	94.6	108.0
COc1cc(-c2nc(-c3nc4ccccc4[nH]3)cc3c2[nH]c2ccccc23)cc(OC)c1OC	45.1	.	-4.9*	23.4	16.8	9.1*	31.1	22.5
NC1=Nc2cc(OCCCCN3Cc4ccccc4C3)c(OCC3CC3)cc2C12CCCC2	73.2	64.7	5.5*	-89.7*	37.7	29.4	5.3*	67.5
Cc1ccc(NC(=O)Nc2ccccc2Cl)c(C)c1	89.2	.	90.0	93.2	90.3	66.5	100.3	93.8
Cc1cccc(NC(=O)OC(C)C)c1C	109.1	107.6	102.2	106.7	101.6	83.0	107.3	95.6
CN(C)CCN1C(=O)c2cccc3c(C#CCN4C(=O)c5cccc6cccc(c56)C4=O)ccc(c23)C1=O	86.2	95.9	95.1	102.9	73.3	92.9	104.4	101.8
Cc1ccc(S(=O)(=O)NCN2C(=O)c3ccccc3C2=O)cc1	111.6	119.3	103.1	108.7	91.0	108.9	111.1	99.0
O=C(O)c1ccc2c(c1N=Nc1c(O)[nH]c(=O)[nH]c1=O)C(=O)c1ccccc1C2=O	103.1	97.7	105.7	107.1	.	106.8	109.2	110.1
COc1ccc(C(=O)c2c(N)c(C#N)cn2-c2cccnc2Cl)cc1	113.6	100.0	90.3	96.8	99.0	.	100.3	94.9

Compounds were not picked by outcome; about 13% have a hit in one of these screens.
